Assay outcomes from PubChem BioAssay.
TRPV1 agonist = activates the human vanilloid receptor TRPV1; actives 0.19% (n = 320,000); AID 540275; TRPV1-expressing cells, Fluo-8 calcium influx, agonist mode; Q8NER1; activation, % at 8.33 µM; in the data active means activation above about 80%; inconclusive means between about 30% and that limit; further: 0% is about no effect
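Cells expressing TRPV1 were dye-loaded with Fluo-8 and read kinetically: 10 s baseline, 3 min after compound (agonist portion), then 2 min after EC20 capsaicin (allosteric enhancer portion). Calcium-bound dye fluorescence at 480/520 nm.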
GALK inhibitor = inhibitors of human galactokinase; P51570; AID 1868; Potency, µM (titrated, usually from 57.5 µM), without a hit: at the top dose activity change, negative = inhibition, most hits filed as inhibitors; actives 0.007% (n = 270,000); Purified GALK, Kinase-Glo residual ATP luminescence; further: potency means the concentration at half of the fitted maximal effect; on the % scale 0 is the no-effect control and ±100 the full control effect
Target sequence (P51570 whole entry, looked up): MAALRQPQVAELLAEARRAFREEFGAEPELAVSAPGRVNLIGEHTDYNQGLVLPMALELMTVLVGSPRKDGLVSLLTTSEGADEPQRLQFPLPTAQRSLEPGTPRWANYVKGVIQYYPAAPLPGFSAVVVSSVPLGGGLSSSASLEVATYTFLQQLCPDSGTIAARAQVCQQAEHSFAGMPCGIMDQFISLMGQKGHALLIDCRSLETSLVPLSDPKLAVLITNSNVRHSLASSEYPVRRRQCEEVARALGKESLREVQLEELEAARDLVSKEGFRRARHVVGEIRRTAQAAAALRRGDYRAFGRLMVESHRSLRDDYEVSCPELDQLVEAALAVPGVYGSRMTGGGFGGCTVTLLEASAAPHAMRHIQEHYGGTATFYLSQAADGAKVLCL
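GALK at 5 nM final was combined with compound, 35 uM ATP and 100 uM galactose in HEPES pH8.0 with MgCl2 and DTT. The reaction ran one hour at room temperature before luminescent ATP detection.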
Menin MLL FP TR = inhibitors of human menin-MLL interaction, mutant MLL peptide | Menin + Texas Red MLL mutant peptide, fluorescence polarization | Potency, µM (top dose mostly 61.6 µM), for inactives: at the highest dose FP activity change, negative = inhibition, hits mostly inhibitors | actives 0.23% (n = 270,000) | AID 1768 | O00255; active means well fitted inhibition curve with a large enough effect in the polarisation, with a control signal flat, not every such curve was filed as active; inconclusive means small, poorly fitted or top-dose-only effect, or effect the other way, or a change in a side signal; inactive means no such curve, though single readings can be large or run the other way; the % refers to the polarisation; further: potency means the concentration at half of the fitted maximal effect; % of control where 0% means no effect; many of its hits are not listed in these tables
Target sequence (O00255 whole entry, looked up): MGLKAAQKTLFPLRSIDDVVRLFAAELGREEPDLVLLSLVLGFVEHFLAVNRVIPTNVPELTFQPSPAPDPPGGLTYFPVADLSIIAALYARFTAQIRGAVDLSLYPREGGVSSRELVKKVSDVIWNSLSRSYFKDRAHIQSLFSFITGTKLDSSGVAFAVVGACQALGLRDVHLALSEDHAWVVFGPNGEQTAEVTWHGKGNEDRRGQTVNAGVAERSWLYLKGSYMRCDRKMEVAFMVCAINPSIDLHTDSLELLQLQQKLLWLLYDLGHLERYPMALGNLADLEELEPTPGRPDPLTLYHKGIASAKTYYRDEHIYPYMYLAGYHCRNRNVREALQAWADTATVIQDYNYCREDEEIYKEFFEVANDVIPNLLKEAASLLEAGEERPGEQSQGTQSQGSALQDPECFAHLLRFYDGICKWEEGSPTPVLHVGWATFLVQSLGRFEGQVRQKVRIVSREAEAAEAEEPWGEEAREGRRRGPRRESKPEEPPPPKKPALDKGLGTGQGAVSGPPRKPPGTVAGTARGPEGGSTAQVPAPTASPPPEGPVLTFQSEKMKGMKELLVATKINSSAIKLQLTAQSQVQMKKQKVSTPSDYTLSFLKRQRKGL
Coupling enz = counter-screen for Giardia aldolase inhibitors: coupling enzyme system; coupling enzyme system counterscreen, AmpLite Red fluorescence; activity change, negative = inhibition, % at 58.2 µM, hits read low; actives 0.67% (n = 290,000); AID 2472; in the data active means activity change below about -30%; further: on the % scale 0 is the no-effect control and ±100 the full control effect
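Counterscreen of the coupled detection system alone, without aldolase: glyceraldehyde-3-phosphate coupling enzymes plus AmpLite Red readout. Compounds at 57.5 uM final, 10 min RT preincubation, 20 min RT reaction, fluorescence 525/598 nm.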
B2AR arrestin = agonists driving beta-arrestin recruitment to human beta2-adrenergic receptor; AID 492947; beta-arrestin recruitment to beta2AR, cell-based reporter; Potency, µM (series often up to 46.1 µM), inactives show at the highest dose activation, hits mostly activators; actives 0.02% (n = 330,000);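 further: potency means the concentration at half of the fitted maximal effect; 0% = DMSO controls and full agonism = EC100 isoproterenol or metaproterenol; nearly all actives have a fitted effect of over 65% in size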
KCNH2 3.1 block = inhibitors of human KCNH2 3.1 potassium channel isoform | U2OS KCNH2 3.1, thallium flux FluxOr; stronger effect = lower value | activity change, % (tested at about 1.8 µM) | actives 0.95% (n = 340,000) | AID 720553;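 active means maximum activity change below -70%; inconclusive means maximum activity change from -70% to -50%; inactive means maximum activity change above -50%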;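 further: thallium influx rate constant from kinetic fluorescence after stimulation buffer; on the % scale 0 is the no-effect control and ±100 the full control effect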
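We transduce U2OS cells with the mutant 3.1 virus, culture them overnight, load FluxOr with Red40 quencher for 45 min, then add stimulation buffer and read kinetically for 2 min to derive a normalized rate constant.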
hERG WT inh = KCNH2 (human, wildtype) channel inhibition | U2OS, BacMam KCNH2, thallium flux FluxOr; stronger effect = lower value | activity change, % at 1.84 µM | actives 0.37% (n = 340,000);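 active means maximum activity change below -70%; inconclusive means maximum activity change between -70% and -50%; inactive means maximum activity change above -50%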; further: on the % scale 0 is the no-effect control and ±100 the full control effect
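U2OS cells transduced with wild-type KCNH2 virus are loaded with FluxOr dye for 45 min, and thallium flux is measured in kinetic reads before and after stimulation buffer. Rate constants are normalized to DMSO controls.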
USP2a block = USP2a (human) protease inhibition. Potency, µM (highest dose often 38.3 µM), inactives show at the top dose activity change, negative = inhibition, most hits filed as inhibitors. USP2 core, Ub-CHOP2 coupled fluorogenic reporter, 485/531. O75604. actives 0.01% (n = 330,000);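 further: potency means the concentration at half of the fitted maximal effect; plate controls were DMSO wells for no effect and full inhibition by NEM control for full effect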
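USP2 core (10nM final) preincubated 30min RT with compound in 20mM Tris-HCl pH 8.0, 2mM CaCl2, 2mM beta-mercaptoethanol, 0.05% CHAPS; 25nM Ub-CHOP2 plus 25nM reporter substrate added, fluorescence (Ex485/Em531) read after 60min.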
PKM2 act = PKM2 (human) enzyme activation | P14618 | actives 0.34% (n = 260,000) | purified PKM2, Kinase-Glo ATP luminescence, activation; response scale: 0% is enzyme alone, no compound | Potency, µM (series often up to 57.5 µM), without a hit: top-dose activation, usual class: activators; further: potency means the concentration at half of the fitted maximal effect; on the % scale 0 is the no-effect control and ±100 the full control effect; nearly all actives have a fitted effect of over 55% in size
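Purified hPK-M2 (>95%) run at intermediate activity with 0.1 mM ADP and 0.5 mM PEP in 50 mM imidazole pH 7.2, KCl, MgCl2; 1 h room temperature. ATP formed read by Kinase-Glo luminescence; normalized to uninhibited and no-enzyme controls.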
Giardia killer = Giardia lamblia killing; Giardia lamblia trophozoite viability; activity change, % at 7.66 µM, hits read low; actives 0.15% (n = 340,000); in the data active means activity change below about -80%; inconclusive means between about -30% and that limit;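 further: parasites exposed to compound for two days anaerobically before the ATP read; on the % scale 0 is the no-effect control and ±100 the full control effect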
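Luminescent ATP signal served as the viability read-out, measured 15-30 min after adding ATP detection reagent to trophozoites that had been incubated with compounds for 48 hrs at 37 deg C anaerobically at 100 cells/well.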
MLL CXXC-DNA inh = MLL CXXC-DNA interaction inhibition. Q03164. MLL-CXXC / FITC-HOXA9 DNA fluorescence polarization. Potency, µM (doses to about 115 µM), for the others: top-dose activity change, negative = inhibition, most hits filed as inhibitors. actives 0.037% (n = 290,000). AID 2662; active means well fitted inhibition curve with a large enough effect in the polarisation, with a control signal flat, not every such curve was filed as active; inconclusive means small, poorly fitted or top-dose-only effect, or effect the other way, or a change in a side signal; inactive means no such curve, though single readings can be large or run the other way; the % refers to the polarisation; further: potency means the concentration at half of the fitted maximal effect
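Steps: dispense CXXC domain solution (7 uM) → pin compounds or unlabeled HOX-A9 DNA control → 5 min ambient → add FLSN-HOX-A9 solution (50 nM) → spin → 30 min ambient → fluorescence polarization. Tris pH 7.5/NaCl/DTT/BSA buffer.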
An asterisk follows results filed as active; u = inconclusive; x = not tested or not shown; [ ] = dose if it differs, or a comment. Unless noted, the call rests on the fitted dose curve; in most records, active means well fitted curve in the direction sought with a large enough effect; inconclusive means small, poorly fitted or top-dose-only effect, or another doubt; inactive means no such curve, though single readings can be large; an effect the other way counts as inactive or inconclusive. Some of the compounds tested; the hit share may differ from the screen's.

cpd	SMILES	TRPV1 agonist	GALK inhibitor	Menin MLL FP TR	Coupling enz	B2AR arrestin	KCNH2 3.1 block
1	Cc1c(-c2ccccc2)cn2c1-c1ccc(C)n1CC2	x	-3%	x	-2	-0.5%	26
2	Cc1ccc(CNC(=O)Nc2ccc3c(c2)N(C)C(=O)CS3)cc1	-8	-3%	-13%	1	-0.1%	5
3	CCN1CNC(=S)N(c2ccccc2OC)C1	-4	0%	-18%	0	0.1%	2
4	O=C(CN1C(=O)C2CC=CCC2C1=O)Nc1ccccc1N1CCCC1 (stereo unspecified)	-1	x	x	x	0.1%	0
5	CCOc1ccc(N2C(=O)CSC23CCCCC3)cc1	3	3%	-2%	-4	-1.8%	2
6	Cc1cc(F)ccc1S(=O)(=O)N1CCCOC1CNC(=O)C(=O)NC1CCCC1 (stereo unspecified)	-4	4%	x	x	-0.4%	9
7	CCC(=O)NCCNc1ccc([N+](=O)[O-])cn1	-1	3%	4%	2	2.0%	x
8	CC(C)(C)S(=O)c1cccs1 (stereo unspecified)	-5	0%	4%	1	0.0%	3
9	COc1ccc(OC)c(CN2CCC(Cc3ccccc3)CC2)c1	-2	6%	u	-1	-1.0%	-11
10	CCN(CC)CCC(c1ccc(N(C)C)cc1)c1c(OC)cc(OC)c2ccc(=O)oc12 (stereo unspecified)	2	1%	x	1	-0.2%	x
11	Cn1c(CNS(=O)(=O)c2ccc(Br)cc2)n[nH]c1=S	1	2%	5%	2	-0.4%	6
12	CC(C)c1cccc(C(C)C)c1NC(=O)COC(=O)c1ccc2c(c1)S(=O)(=O)c1ccccc1C2=O	-1	-1%	-6%	4	-0.4%	10

cpd	hERG WT inh	USP2a block	PKM2 act	Giardia killer	MLL CXXC-DNA inh
1	-5	3%	7%	-4	-10%
2	-2	-1%	2%	-1	-3%
3	1	5%	1%	-1	18%
4	-1	2%	x	8	x
5	2	1%	-7%	11	-13%
6	13	2%	1%	15	18%
7	x	2%	-4%	x	-1%
8	-4	2%	0%	0	10%
9	38	2%	1%[11.5 µM]	10	6%
10	x	-1%	12%	9	12%
11	-10	0%	0%	-12	7%
12	6	0%	0%	-1	0%

Two consecutive entries from above, quoted:
cpd	SMILES	TRPV1 agonist	GALK inhibitor	Menin MLL FP TR	Coupling enz	B2AR arrestin	KCNH2 3.1 block
1	Cc1c(-c2ccccc2)cn2c1-c1ccc(C)n1CC2	x	-3%	x	-2	-0.5%	26
2	Cc1ccc(CNC(=O)Nc2ccc3c(c2)N(C)C(=O)CS3)cc1	-8	-3%	-13%	1	-0.1%	5

cpd	hERG WT inh	USP2a block	PKM2 act	Giardia killer	MLL CXXC-DNA inh
1	-5	3%	7%	-4	-10%
2	-2	-1%	2%	-1	-3%

Other compounds follow:
cpd	SMILES	TRPV1 agonist	GALK inhibitor	Menin MLL FP TR	Coupling enz	B2AR arrestin	KCNH2 3.1 block
13	COc1ccccc1NC(=O)Nc1ccccc1C#N	1	-6%	-15%	-1	-0.8%	-2
14	O=C(COC(=O)c1cc(-c2ccco2)nc2ccccc12)NCc1ccc2c(c1)OCO2	19	-1%	8%	2	-0.4%	1
15	COC(=O)[C@]1(Cc2ccccc2)N[C@H](CN(C)C(=O)Nc2ccc(C(F)(F)F)cc2)[C@@H]2C(=O)N(Cc3ccccc3)C(=O)[C@@H]21	x	x	x	x	-0.6%	-46
16	Cc1cnc(C(=O)OCC(=O)Nc2sc3c(c2C#N)CCC3)cn1	0	x	x	x	-0.1%	2
17	O=C(COC(=O)Cc1ccc(Br)cc1)NC1CCCCCC1	18	-2%	-16%	7	0.0%	-14
18	Oc1cccc(Nc2nc(NCC3CCCO3)c3ccccc3n2)c1 (stereo unspecified)	-9	-3%	17%	-1	0.0%	-10
19	COc1ccc(NC(=O)c2cccc(-n3c(C)ccc3C)c2)c(OC)c1	-4	2%	3%	-4	-0.2%	-3
20	Cc1ccc(C(=O)COC(=O)C2CC(=O)N(c3nc(-c4ccccc4)cs3)C2)cc1C (stereo unspecified)	0	-1%	-22%	-3	-0.2%	3
21	CN1CCN(S(=O)(=O)c2ccc(N3CCN(S(=O)(=O)c4cccs4)CC3)nc2)CC1	-1	1%	8%	4	-1.7%	-9
22	CCOC(=O)CC(=O)Nc1nnc(C(C)C)s1	0	1%	-10%	2	0.3%	17
23	CC(c1ccco1)N(C(=O)c1cc(Cl)cc(Cl)c1)c1ccccn1 (stereo unspecified)	10	1%	-1%	2	-0.9%	4
24	Cc1ccccc1N1C(=O)C2ON(c3ccccc3)C(c3cccnc3)C2C1=O (stereo unspecified)	16	3%	7%	8	0.2%	-4

cpd	hERG WT inh	USP2a block	PKM2 act	Giardia killer	MLL CXXC-DNA inh
13	7	-1%	-1%	10	4%
14	10	-1%	8%	5	7%
15	-7	3%	x	4	x
16	-9	2%	x	18	x
17	-3	2%	0%	-2	-3%
18	-8	-2%	-3%	-3	u
19	-2	-1%	-1%	-13	5%
20	-8	0%	-1%	-5	18%
21	3	3%	7%	11	27%
22	-2	2%	5%	-5	6%
23	-6	1%	x	16	35%[activator]
24	-5	-1%	4%	-1	-11%

Next part.
cpd	SMILES	TRPV1 agonist	GALK inhibitor	Menin MLL FP TR	Coupling enz	B2AR arrestin	KCNH2 3.1 block
25	CCC(c1nnc(SCC(=O)NCCc2ccc(Cl)cc2Cl)o1)N(C)C (stereo unspecified)	6	1%	10%	0	0.0%	7
26	O=C(c1ccccc1)N1CCN(C(=O)c2cc3nc(-c4ccccc4)cc(C(F)(F)F)n3n2)CC1	1	5%	0%	-3	0.4%	9
27	CCN(C(=O)COC(=O)c1ccccc1NCCO)c1cccc2ccccc12	30	x	x	x	-0.2%	-4
28	CCOc1ccc(OCC)c(NC(=O)CSc2nnnn2CC)c1	-2	0%	12%	2	0.2%	5
29	CCOCCCNC(=S)N(Cc1ccccc1)Cc1nc2ccccc2c(=O)[nH]1	u	x	-8%	1	-0.8%	3
30	CC(C)C(=O)N1CCC(CN=Cc2c(O)n(C3CCCCC3)c(=O)n(C3CCCCC3)c2=O)CC1	24	0%	-10%	0	-0.5%	-13
31	COc1ccc(OC)c(NC(=O)c2cc(OC(C)=O)cc(C(=O)Nc3cc(OC)ccc3OC)c2)c1	23	1%	u	1	-0.4%	-11
32	Cc1cccc(C)c1NC(=O)COC(=O)CSc1nnc(N)s1	-3	0%	-8%	1	-0.4%	-1
33	CC(=O)C(Cc1ccccc1)NC(=O)CN1CCc2ccccc2C1 (stereo unspecified)	7	0%	-11%	3	0.2%	-8
34	COc1cc2[nH]c(=O)n(CCC(=O)N3CCN(c4cccc(C)c4C)CC3)c(=O)c2cc1OC	1	0%	-3%	3	-0.3%	-2
35	CN(C)C(=O)Cn1c(SCC(=O)Nc2ccc3c(c2)OCO3)nc2ccccc21	0	1%	2%	3	-0.1%	-3
36	Cc1cccc(CN2CCC(C(=O)Nc3ccc(Oc4cccnc4)cc3)CC2)c1	12	4%	-5%	-1	-0.9%	-28

cpd	hERG WT inh	USP2a block	PKM2 act	Giardia killer	MLL CXXC-DNA inh
25	-9	3%	-2%	-10	-3%
26	1	1%	0%	3	-8%
27	-2	-5%	x	31[activator]	x
28	-6	0%	1%	-6	-7%
29	6	0%	-8%	-4	-3%
30	-16	28%	7%	-8	6%
31	0	-1%	-1%	7	13%
32	12	2%	-9%	-20	2%
33	17	2%	2%	-2	-2%
34	-4	-1%	6%	-3	1%
35	1	0%	-6%	-16	-1%
36	40	0%	-5%	-5	u

Additional results follow:
cpd	SMILES	TRPV1 agonist	GALK inhibitor	Menin MLL FP TR	Coupling enz	B2AR arrestin	KCNH2 3.1 block
37	Cc1ccc(S(=O)(=O)c2nc(S(C)(=O)=O)sc2N2CCCC2)cc1	-4	1%	x	x	-0.1%	-2
38	O=C(NC1CCCCC1NC(=O)c1cccs1)c1cccs1 (stereo unspecified)	1	-2%	-1%	4	0.2%	8
39	COc1ccc(CN(CC(=O)NCc2ccc(F)cc2)C(=O)c2csnn2)cc1	-3	11%	-4%	0	0.1%	-37
40	O=C(c1ccccc1F)N(Cc1nc2ccccc2c(=O)[nH]1)C1CCCC1	2	-1%	-15%	-1	-1.1%	13
41	CCCCN(C(=O)c1c(-c2ccccc2)noc1C)c1c(N)n(CCC)c(=O)[nH]c1=O	x	x	x	x	0.4%	0

cpd	hERG WT inh	USP2a block	PKM2 act	Giardia killer	MLL CXXC-DNA inh
37	-8	2%	x	-19	-3%
38	-3	0%	-8%	-10	-8%
39	12	1%	-2%	-10	8%
40	-16	1%	2%	-10	1%
41	-14	4%	x	-25	x
